Screening data: PubChem, several laboratories
APP transl inh: APP translation inhibition; inhibition, % at 2 µM; 0.82% of 190,000 active; SH-SY5Y APP 5'UTR-luciferase reporter, luminescence; AID 1285;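 active = inhibition above a set limit, derived from the sample mean plus 3 SD, cut at about 45% in these data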; note: values of inactives mirror those of a sister screen read the other way
Diaphorase inh: diaphorase inhibition or chemical oxidation counter-screen | diaphorase resazurin-to-resorufin fluorescence, NADH, 16 min; bacterial (C. kluyveri) enzyme, not human | inhibition, % at 20 µM | 0.69% of 190,000 active | AID 1217;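 active = primary screen inhibition at 20 µM above a set limit, cut at about 50% in these data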;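 note: plate controls were DMSO with full reaction for no effect and wells lacking NADH for full effect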
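System: Diaphorase enzyme from Clostridium kluyveri | Amount: Enzyme working solution with 0.14 U/mL diaphorase | Benchmarks: No-NADH positive control and DMSO neutral control | Signal: Fluorescence of resorufin formed from resazurin, Ex 544/Em 590 nm | Schedule: 16-min room-temperature incubation before reading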
FLuc inhib CS: counter-screen for luciferase assay inhibitors: firefly luciferase inhibition; P08659; ATPLite firefly luciferase biochemical luminescence, 10 min; inhibition, % at 10 µM; 1.5% of 200,000 active;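 active = inhibition above about 50% when tested at 10 µM, limit read from the data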
G6PDH CS: inhibits Leuconostoc G6PDH, flagging false hits in G6PDH-based assays. Purified L. mesenteroides G6PDH, diaphorase/resazurin coupled fluorescence, 45 min. inhibition, % at 5 µM. 0.12% of 200,000 active. AID 1020; in the data active = inhibition above about 50%
Diaphorase act: diaphorase activation or chemical reduction counter-screen; activation factor at 20 µM; Diaphorase/resazurin coupled assay, resorufin fluorescence, 16 min; active compounds read high; 1 = vehicle wells, 0 = NADH-free wells; 0.005% of 190,000 active;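 active = diaphorase activity raised at least twofold by the compound at 20 µM; inactive = activation factor below 2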
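Test system: Clostridium kluyveri diaphorase, purified enzyme; input: enzyme 0.07 U/mL final; buffer or medium: 50 mM HEPES pH 7.4 with 4.542 mM MgCl2, 0.005% Tween 20; also added: 0.114 mM NADH and 0.1 mM resazurin, final amounts; schedule: 16 min enzyme reaction, ambient temperature; technique: fluorescence of resorufin, 544 nm excitation, 590 nm emission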
NF-kB neuron act: raises NF-kB expression in human neuronal cells; fold change at 12.5 µM; AID 1239; NF-kB reporter expression; active compounds read high; 1.6% of 190,000 active; in the data active = fold change above about 3.3
STAT1 activator: activators of IFN-gamma induced STAT1 signaling; NIH 3T3 STAT1-luciferase reporter, luminescence; 100% = IFN-gamma alone, no compound; activation (% of control), % at 5.5 µM; AID 932; 2.6% of 200,000 active;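 active = activation above the screen-wide mean activation plus 3 SD, cut at about 130% in these data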;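 note: raw ratio to IFN-gamma control signal so 100% means no change and 0% no light; values of inactives mirror those of a sister screen read the other way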
FLuc stim CS: firefly luciferase counter-screen for stimulation assays; P08659; ATPlite luciferase biochemical, luminescence, 10 min; 0 = ATP-free wells, 1 = DMSO control; activation factor at 10 µM; 200,000 tested, under 10 active; AID 1027;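 active = luciferase activation factor, scaled between plate controls, of at least 2 with compound at 10 µM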
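Material: Luciferase/luciferin reagent mix | Doses: Test compounds dosed from 2 mM stocks in 100% DMSO | Timing: 10 min incubation after luciferase reagent addition, room temperature | Measured by: Luminescence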
APP 5'UTR act: activates APP 5'UTR luciferase reporter | SH-SY5Y APP 5'UTR luciferase reporter, luminescence; zero percent = DMSO vehicle wells | activation, % at 2 µM | 1% of 190,000 active;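 active = activation above a set limit, based on mean plus 3 SD of controls, cut at about 140% in these data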; note: values of inactives mirror those of a sister screen read the other way
TLR4 MyD88 comp: TLR4-MyD88 interaction inhibition in cells; O00206+Q99836; HeLa CL3-4 TLR4/MyD88 BLA complementation, FRET ratio; inhibition, % at 8.4 µM; 0.18% of 200,000 active; AID 861; in the data active = inhibition above about 25%;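 note: 0% = vehicle and 100% = reference inhibitor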
Target sequence (O00206 whole entry, looked up): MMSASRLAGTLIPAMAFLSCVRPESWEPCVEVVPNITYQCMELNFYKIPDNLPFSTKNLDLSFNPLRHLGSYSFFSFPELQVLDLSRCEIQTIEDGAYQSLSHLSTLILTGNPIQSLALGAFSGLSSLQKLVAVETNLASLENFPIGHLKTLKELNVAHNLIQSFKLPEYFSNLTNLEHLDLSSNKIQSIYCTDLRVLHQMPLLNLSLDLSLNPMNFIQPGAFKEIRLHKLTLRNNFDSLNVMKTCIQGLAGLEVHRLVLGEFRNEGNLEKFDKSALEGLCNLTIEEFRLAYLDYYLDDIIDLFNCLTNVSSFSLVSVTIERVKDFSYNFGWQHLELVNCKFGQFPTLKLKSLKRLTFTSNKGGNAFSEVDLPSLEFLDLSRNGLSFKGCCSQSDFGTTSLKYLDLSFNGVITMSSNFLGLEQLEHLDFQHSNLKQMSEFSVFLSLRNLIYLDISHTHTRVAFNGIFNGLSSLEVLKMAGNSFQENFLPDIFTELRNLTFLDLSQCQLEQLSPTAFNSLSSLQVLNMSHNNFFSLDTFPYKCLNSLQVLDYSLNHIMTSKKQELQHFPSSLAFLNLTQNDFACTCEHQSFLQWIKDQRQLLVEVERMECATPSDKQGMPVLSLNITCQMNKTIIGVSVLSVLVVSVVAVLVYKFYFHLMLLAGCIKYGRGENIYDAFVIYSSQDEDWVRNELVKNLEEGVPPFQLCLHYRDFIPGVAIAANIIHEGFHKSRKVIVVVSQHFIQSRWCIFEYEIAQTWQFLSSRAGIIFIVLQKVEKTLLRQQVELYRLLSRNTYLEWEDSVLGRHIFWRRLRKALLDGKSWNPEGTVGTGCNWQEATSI
Target sequence (Q99836 whole entry, looked up): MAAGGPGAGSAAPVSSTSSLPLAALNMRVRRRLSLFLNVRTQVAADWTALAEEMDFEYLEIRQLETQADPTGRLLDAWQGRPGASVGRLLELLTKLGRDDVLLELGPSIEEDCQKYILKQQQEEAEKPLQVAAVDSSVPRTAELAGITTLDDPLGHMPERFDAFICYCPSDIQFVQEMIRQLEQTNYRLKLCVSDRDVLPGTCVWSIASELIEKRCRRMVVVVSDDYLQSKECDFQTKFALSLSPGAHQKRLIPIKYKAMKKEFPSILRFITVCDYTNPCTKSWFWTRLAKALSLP
The depositor's hits bear a star; . = not tested or not shown.

mol,APP transl inh,Diaphorase inh,FLuc inhib CS,G6PDH CS,Diaphorase act,NF-kB neuron act,STAT1 activator,FLuc stim CS,APP 5'UTR act,TLR4 MyD88 comp
Cc1cc(C(=O)Nc2cccc3ncccc23)no1,2,19,-4,3,0.8,1.7,111,1,-2,3
Cc1ccc(C)c(S(=O)(=O)N2CCN(CC(=O)Nc3ccc4c(c3)OCCO4)CC2)c1,4,24,-6,-2,0.8,0.87,92,1.1,-4,-3
COc1ccc(NC(=O)C2CCC(CNS(=O)(=O)c3cccs3)CC2)cc1OC (centres undefined),10,7,-4,0,0.9,1.2,94,1,-10,3
CCOc1ccccc1NC(=O)C1CCN(S(=O)(=O)c2c(C)nn(C)c2C)CC1,-15,9,-8,7,0.9,1.1,100,1.1,15,-2
COc1ccc(NC(=S)NCCc2c[nH]c3ccccc23)cc1,-2,20,-7,4,0.8,1.5,107,1.1,2,2
Cc1ccc(N(CC(=O)NC(C)c2ccccc2)S(=O)(=O)c2cccs2)cc1 (centres undefined),-1,9,-4,-1,0.9,0.84,104,1,1,7
CS(=O)(=O)Nc1ccc(C(=O)NCc2ccccn2)cc1,6,13,-7,11,0.9,1.1,97,1.1,-6,4
COc1ccc(Cl)cc1NC(=O)N1CCN(CCc2ccccc2)CC1,-11,9,-5,-10,0.9,1.1,95,1.1,11,-16
COc1ccc(/C=N/NC(=O)CSc2n[nH]c(=O)[nH]c2=O)cc1,-2,11,8,20,0.9,0.99,97,0.9,2,7
Cc1ccnc(SCC(=O)c2ccc(Br)cc2)c1C#N,-107,3,3,-2,1,2.9,146*,1,107,-3
CC(C)(C)C(=O)c1cn(CC(=O)O)c2ccccc12,-2,.,-4,11,.,0.9,117,1,2,1
NC(=O)C1Cc2ccccc2CN1S(=O)(=O)c1cccs1 (centres undefined),-4,2,-1,-2,1,0.95,100,1,4,1
CCN1C(=O)C(CC(=O)Nc2ccc(F)cc2)N(Cc2cccs2)C1=S (centres undefined),-28,20,0,16,0.8,0.93,86,1,27,-5
Cc1ccc(Nc2nc(CSc3nnc(-c4cccnc4)n3-c3ccccc3C)cs2)cc1,-4,4,1,1,1,1.4,100,1,4,3
Cc1nc2sc(C(c3ccco3)N3CCOCC3)c(O)n2n1 (centres undefined),-7,10,0,0,0.9,1.1,105,1,7,15
O=c1cc(CN2CCN(c3cccc(Cl)c3)CC2)c2cc(O)c(-c3ccccc3)cc2o1,13,-1,-3,-24,1,1.3,96,1,-13,-15
O=S(=O)(Nc1nc2ccc(S(=O)(=O)N3CCCCC3)cc2s1)c1ccccc1,22,19,1,10,0.8,0.73,99,1,-22,-8
COc1ccc(C2=NN(C(=O)CN3CCCCC3)C(c3ccc(C)cc3)C2)cc1 (centres undefined),-9,0,-4,0,1,0.85,100,1,9,10
CCCCOP(=O)(c1ccc(N(C)C)cc1)C(O)c1cccnc1 (centres undefined),-4,14,-12,3,0.9,0.91,94,1.1,4,0
CSc1ccc(C2C(C#N)=C(N)Oc3cc4c(cc32)OCO4)cc1 (centres undefined),13,20,-6,1,0.8,1.6,101,1.1,-13,-2
CCCCC(c1nnnn1CCOC)N1CCN(c2cccc(OC)c2)CC1 (centres undefined),-1,9,-6,12,0.9,0.91,97,1.1,1,22
NC(=O)NC(=O)COC(=O)c1ccccc1Oc1ccccc1,9,-5,-3,9,1,0.98,92,1,-9,-3
CCn1c(SCC(=O)NCc2cccs2)nc2c1c(=O)n(C)c(=O)n2C,-13,8,0,-2,0.9,1.2,91,1,13,-5
O=C(NCc1ccco1)c1ccc(-c2ccc(Cl)cc2)o1,-34,14,6,-4,0.9,1.6,114,0.9,34,3
COC(=O)c1ccc(Cl)c(NC(=O)CN2CCN(C)CC2)c1,-7,5,0,5,0.9,0.97,92,1,7,-4
NS(=O)(=O)c1ccc(CCNC(=O)c2ccccc2[N+](=O)[O-])cc1,-24,8,-5,-2,0.9,1.1,94,1,24,-18
Cn1cc(C(=O)c2cccc(Cl)c2Cl)cc1C#N,-20,0,1,4,1,0.99,88,1,20,-1
O=C(Nc1ccc(F)cc1)C1CCCCC1,11,-2,0,-1,1,1,94,1,-11,-9
Cc1ccc(C)c(N2CC(C(=O)O)CC2=O)c1 (centres undefined),-20,5,-8,24,0.9,1,100,1.1,20,3
CCOC(=O)c1ccc(NC(=O)CSc2nc(C)cc(=O)[nH]2)cc1,12,24,-7,6,0.8,1.2,99,1.1,-12,-10

Exported field by field: part of the list above.
> CCCCOP(=O)(c1ccc(N(C)C)cc1)C(O)c1cccnc1 (centres undefined)
  APP transl inh: -4
  Diaphorase inh: 14
  FLuc inhib CS: -12
  G6PDH CS: 3
  Diaphorase act: 0.9
  NF-kB neuron act: 0.91
  STAT1 activator: 94
  FLuc stim CS: 1.1
  APP 5'UTR act: 4
  TLR4 MyD88 comp: 0

> CSc1ccc(C2C(C#N)=C(N)Oc3cc4c(cc32)OCO4)cc1 (centres undefined)
  APP transl inh: 13
  Diaphorase inh: 20
  FLuc inhib CS: -6
  G6PDH CS: 1
  Diaphorase act: 0.8
  NF-kB neuron act: 1.6
  STAT1 activator: 101
  FLuc stim CS: 1.1
  APP 5'UTR act: -13
  TLR4 MyD88 comp: -2

Profiles, quoted from the list. Values in the order: APP transl inh | Diaphorase inh | FLuc inhib CS | G6PDH CS | Diaphorase act | NF-kB neuron act | STAT1 activator | FLuc stim CS | APP 5'UTR act | TLR4 MyD88 comp
Cc1ccc(C)c(S(=O)(=O)N2CCN(CC(=O)Nc3ccc4c(c3)OCCO4)CC2)c1 as listed: 4 | 24 | -6 | -2 | 0.8 | 0.87 | 92 | 1.1 | -4 | -3
COc1ccc(NC(=O)C2CCC(CNS(=O)(=O)c3cccs3)CC2)cc1OC (centres undefined) as listed: 10 | 7 | -4 | 0 | 0.9 | 1.2 | 94 | 1 | -10 | 3
O=C(NCc1ccco1)c1ccc(-c2ccc(Cl)cc2)o1 as listed: -34 | 14 | 6 | -4 | 0.9 | 1.6 | 114 | 0.9 | 34 | 3
CCN1C(=O)C(CC(=O)Nc2ccc(F)cc2)N(Cc2cccs2)C1=S (centres undefined) as listed: -28 | 20 | 0 | 16 | 0.8 | 0.93 | 86 | 1 | 27 | -5
Cc1ccc(Nc2nc(CSc3nnc(-c4cccnc4)n3-c3ccccc3C)cs2)cc1 as listed: -4 | 4 | 1 | 1 | 1 | 1.4 | 100 | 1 | 4 | 3

More records follow:
mol,APP transl inh,Diaphorase inh,FLuc inhib CS,G6PDH CS,Diaphorase act,NF-kB neuron act,STAT1 activator,FLuc stim CS,APP 5'UTR act,TLR4 MyD88 comp
O=C1CCC(CCC(=O)N2CCCC(C(=O)c3ccc4c5c(cccc35)CC4)C2)=NN1 (centres undefined),3,13,-3,-1,0.9,0.86,98,1,-3,-6
CCCOc1ccc(C(=O)N/N=C/c2ccc(-c3ccc(S(=O)(=O)Nc4ncccn4)cc3)o2)cc1,20,4,10,6,1,1.1,99,0.9,-20,5
COc1cc(/C=N/NC(=O)C(C)Nc2n[nH]c(=O)[nH]c2=O)cc(OC)c1O (centres undefined),2,0,-5,9,1,1.1,98,1,-1,9
COC(=O)c1cc(OC)c(OC)cc1NC(=O)Nc1cccc(C(C)=O)c1,11,3,-3,9,1,1.1,106,1,-11,0
Cc1ccc(SCc2ccc(C(=O)Nc3ccccc3Br)cc2)cc1,16,16,-1,-26,0.8,0.99,102,1,-16,6
Cc1ccc(NC2c3ncccc3C(=O)N2Cc2ccco2)c(C)c1 (centres undefined),-8,4,-6,2,1,1.1,104,1.1,8,-21
Cc1cccc2sc(NNC(=O)c3ccc4c(c3)OCCO4)nc12,-17,10,-7,20,0.9,1.5,106,1.1,17,3
Cc1ccc(Nc2nc(-c3sc(NC(=O)c4ccco4)nc3C)cs2)cc1,-3,9,-1,-34,0.9,0.91,110,1,3,-4
COc1ccc(N(CC(=O)NCCSc2ccccn2)S(C)(=O)=O)cc1,-6,12,-6,-6,0.9,1.1,96,1.1,6,0
CCOc1ccc(NC2=C(OC)C(=O)c3ccccc3C2=O)cc1,7,27,8,26,0.7,1.2,96,0.9,-7,-8
CCCCNC(=O)CSc1nccn1Cc1ccccc1,-3,9,-1,18,0.9,0.97,108,1,3,-11
C/C(=N\Nc1nc(N)cc(Cl)n1)c1cccc(N)c1,-2,9,6,-1,0.9,0.85,125,0.9,2,8
CNC(=O)CSc1nnc(-c2ccco2)n1-c1ccc(C)cc1,16,19,-4,0,0.8,1.2,101,1,-16,1
COc1ccccc1OCCn1cc(/C=N/NC(N)=S)c2ccccc21,8,28,-3,-4,0.7,0.64,100,1,-8,7
CCc1ccc(N2C(=O)CN(Cc3ccc(OC)c(OC)c3)C2=S)cc1,0,19,-4,12,0.8,0.89,88,1,0,4
Cc1ccccc1OCC(=O)NN1C(=O)C2C3C=CC(O3)C2C1=O (centres undefined),2,7,-4,-2,0.9,1.1,106,1,-2,4
CC1CCc2cc(F)ccc2N1C(=O)CCl (centres undefined),-4,6,-7,2,0.9,1.1,77,1.1,4,17
CC(C)CC(NC(=O)OC(C)(C)C)c1cn([C@@H](Cc2cc3ccccc3[nH]2)C(=O)N2CCN(C(=O)OC(C)(C)C)CC2)nn1 (some centres undefined),-10,40,-5,7,0.6,0.62,90,1.1,10,-1
CC1(C)CC(c2nc(-c3ccc(Cl)cc3)cs2)CCS1 (centres undefined),-6,11,-2,1,0.9,1.4,102,1,6,4
Cc1cc(NCc2ccco2)nc(N2CCC(C(=O)NC3CCCCC3)CC2)n1,-14,15,-5,14,0.8,.,98,1.1,14,-6
CN(Cc1ccccc1)C(=O)COC(=O)c1cc(NS(=O)(=O)c2cccs2)ccc1O,0,20,-3,-1,0.8,0.94,82,1,0,16
COc1ccc(NC(=O)NCCCN2CCCCC2C)cc1 (centres undefined),4,12,-3,6,0.9,0.97,110,1,-4,1
Cn1cc(SCC(=O)Nc2ccc3c(c2)OCO3)c2ccccc21,-4,13,1,6,0.9,1.1,84,1,4,-7
Cc1ccc2nc(Cl)c(/C=N/n3c(C)nnc3C)cc2c1,-9,6,4,4,0.9,1.3,104,1,9,-8
Cc1csc(NC(=O)CSc2ccccc2F)n1,-26,5,0,-1,1,1.7,117,1,25,17
CCC(C)(C)c1ccc(OCCCC[n+]2ccc(C)cc2)c(C(C)(C)CC)c1,-21,-44,-4,11,1.4,0.35,68,1,21,8
C/C(=N\NC(=O)COc1ccc(C(C)(C)C)cc1)c1ccccc1,-10,30,19,3,0.7,1.3,98,0.8,10,6
CCS(=O)(=O)N1CCC(C(=O)OCC(=O)c2ccc(Br)cc2)CC1,-10,.,.,.,.,.,99,.,10,-9
CC1CCCN(CCOCCOc2ccc(Br)cc2Cl)C1 (centres undefined),-11,17,-2,3,0.8,0.92,97,1,11,-7
CC(C)n1nnnc1SCC(=O)NCc1ccc2c(c1)OCO2,-7,8,-6,5,0.9,0.93,100,1.1,7,-8
Nc1cc(N)nc(SCC(=O)c2ccc3c(c2)NC(=O)CO3)n1,7,10,1,-4,0.9,1,96,1,-7,-2
CCC12CN3CC(CC)(CN(C1)C3c1ccc(OC(C)C)cc1)C2=O (centres undefined),-5,9,-10,-7,0.9,1.2,108,1.1,5,-3
O=C(CSc1nc2[nH]ncc2c(=O)n1-c1ccccc1)N1CCCCCC1,8,-5,-1,13,1,1.1,98,1,-8,-9
CC(=O)c1cccc(NC(=O)c2cc(C)no2)c1,-10,13,-5,-6,0.9,1.2,97,1.1,10,17
